ASM inhibitor – human S-ASM enzyme inhibition; P17405; Potency, µM (titrated, usually from 57.5 µM), for inactives: at the top dose activity change, negative = inhibition, usual class: inhibitors; placental ASM, HMU-PC fluorogenic substrate, 60 min; actives 0.006% (n = 340,000); AID 504937; note: potency is the fitted concentration of half-maximal effect
Target sequence (P17405 47-631 limits assumed): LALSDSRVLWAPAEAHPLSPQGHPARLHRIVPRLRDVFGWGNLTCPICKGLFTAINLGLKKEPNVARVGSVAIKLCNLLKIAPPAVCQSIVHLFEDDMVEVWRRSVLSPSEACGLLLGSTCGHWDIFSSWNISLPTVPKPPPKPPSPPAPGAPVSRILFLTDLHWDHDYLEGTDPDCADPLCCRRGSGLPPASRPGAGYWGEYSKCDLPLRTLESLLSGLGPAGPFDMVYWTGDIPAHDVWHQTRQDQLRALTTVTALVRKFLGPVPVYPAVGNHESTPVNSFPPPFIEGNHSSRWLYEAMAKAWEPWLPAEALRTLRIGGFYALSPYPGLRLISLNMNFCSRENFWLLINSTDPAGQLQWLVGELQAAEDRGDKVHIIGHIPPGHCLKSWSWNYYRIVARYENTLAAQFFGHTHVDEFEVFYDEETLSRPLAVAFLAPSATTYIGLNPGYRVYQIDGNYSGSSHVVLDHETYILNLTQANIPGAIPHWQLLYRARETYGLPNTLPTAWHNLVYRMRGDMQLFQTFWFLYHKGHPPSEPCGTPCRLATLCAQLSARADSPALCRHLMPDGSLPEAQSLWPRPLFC
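Steps: dispense placental human ASM, pin compound, wait 10 min at room temperature, add HMU-PC0 substrate at 9 uM final, incubate 60 min at 37 °C, add stop solution raising pH to 10, read fluorescence.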
Tb PFK block – blocks T. brucei phosphofructokinase. O15648. T. brucei PFK, ADP-Glo luminescence. Potency, µM (titrated, usually from 57.5 µM), for inactives: at the highest dose activity, negative = inhibition, most hits filed as inhibitors. actives 0.17% (n = 330,000);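 note: potency is the fitted concentration of half-maximal effect; 0% = uninhibited 1x PFK enzyme wells and -100% = no-enzyme wells; nearly all actives have a fitted effect of over 60% in size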
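Activity is normalized to no-enzyme wells (full inhibition) and 1.25 nM enzyme wells (no inhibition). Reaction: 0.5 mM F6P, 0.1 mM ATP, 45 min RT, ADP-Glo luminescence; concentration-response curves fitted and classed by quality.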
PTAP TSG101 blk – blocks PTAP/TSG101 interaction to inhibit HIV-1 budding; Q99816; Potency, µM (doses to about 115 µM), without a hit: at the highest dose activity change, negative = inhibition, actives largely listed as inhibitors; 340,000 tested, under 10 active; Fluorescence polarization, FITC-PTAP peptide / Tsg101 binding; active = well fitted inhibition curve with a large enough effect in the main read-out, with a control signal flat, not every such curve was filed as active; inconclusive = small, poorly fitted or top-dose-only effect, or effect the other way, or a change in a side signal; inactive = no such curve, though single readings can be large or run the other way; note: potency is the fitted concentration of half-maximal effect; % of control where 0% means no effect
Target sequence (Q99816 whole entry, looked up): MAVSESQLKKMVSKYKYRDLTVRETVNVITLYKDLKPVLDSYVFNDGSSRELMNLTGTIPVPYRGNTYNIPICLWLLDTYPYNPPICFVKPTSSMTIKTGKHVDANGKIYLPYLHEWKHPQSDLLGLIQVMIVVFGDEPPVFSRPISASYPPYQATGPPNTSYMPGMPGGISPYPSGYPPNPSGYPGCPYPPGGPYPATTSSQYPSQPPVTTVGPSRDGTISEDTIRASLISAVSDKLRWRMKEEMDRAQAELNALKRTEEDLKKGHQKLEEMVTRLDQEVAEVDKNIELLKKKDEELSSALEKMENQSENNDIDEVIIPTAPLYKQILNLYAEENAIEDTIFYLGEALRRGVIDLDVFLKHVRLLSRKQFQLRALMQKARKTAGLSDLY
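Fluorescence polarization binding of Tsg101 binding domain (10 uM final) to FITC-labeled PTAP peptide (50 nM final) in HEPES pH 7.5 buffer with NaCl, Tween 20, EDTA, TCEP. Compounds added before peptide; binding 20 min at RT.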
TCR act – T cell receptor activation; AID 504894; Potency, µM (top dose mostly 9.22 µM), without a hit: at the top dose activation of IL-2 secretion, usual class: activators; primary human leukocytes, anti-CD3, IL-2 HTRF, 48 h; 330,000 tested, under 10 active; note: % of control where 0% means no effect
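Readout: HTRF IL-2, Eu-cryptate/d2 antibody pair, 320nm excitation, 665nm emission. Stimulus: a-CD3 beads, no co-stimulation. Cells: primary human leukocytes. Exposure: 48 hr with compound.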
TSHR antag – human thyrotropin receptor antagonism. TSHR-expressing cells, TSH-stimulated cAMP HTRF, 2 h; active compounds read low. activity change, negative = inhibition, % at 11.5 µM. actives 0.2% (n = 330,000). AID 504810;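 active = activity change below a set negative limit, meaning inhibition stronger than a set level, cut at about -70% in these data; inconclusive = activity change between two set negative limits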; note: % is set by controls: 0 for no effect and ±100 for the full control effect
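Inhibition of cAMP made by TSHR-expressing cells under TSH stimulation (4nM final, EC80; 2 h, 37 deg C) is quantified with a one-step lysis HTRF kit, anti-cAMP cryptate versus cAMP-d2.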
Mito fusion yeast – inhibitors of mitochondrial division or activators of mitochondrial fusion; S. cerevisiae fusion-defective mutant growth rescue, CellTiterGlo 48 h; Potency, µM (highest dose often 46.1 µM), without a hit: top-dose growth rescue (activation), usual class: activators; actives 0.23% (n = 320,000);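 note: potency is the fitted concentration of half-maximal effect; % of control where 0% means no effect; nearly all actives have a fitted effect of over 45% in size; temperature-sensitive fusion mutants such as fzo1-1 at 37 °C on non-fermentable ethanol glycerol medium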
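Read-out: ATP-based luminescence (CellTiterGlo, 10 min ambient) reporting growth of fusion-defective ts yeast after 48 hours at 37C on glycerol/ethanol YPEG medium in the presence of compound.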
Integrin act MD – integrin-mediated muscular dystrophy alleviation activation; Potency, µM (top dose mostly 38.3 µM), for inactives: at the top dose activation, usual class: activators; alpha7betagal myoblasts, beta-gal FDG fluorescence, 48 h; actives 0.064% (n = 350,000); AID 624291;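 note: potency is the fitted concentration of half-maximal effect; 100% = response of the positive control SU9516; nearly all actives have a fitted effect of over 60% in size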
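alpha7betagal+/- myoblasts (passage 13, 250/well) treated 48 h at 37C with compounds at 1:260 dilution of DMSO stock. Lysed, then beta-galactosidase activity read as FDG fluorescence (ex 480/em 540) after 30 min, with pre-read for autofluorescence.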
Eya2 phos inh – Eya2 (human) phosphatase inhibition | O00167 | recombinant Eya2, OMFP fluorescence dephosphorylation (OMFP is methylfluorescein phosphate) | Potency, µM (highest dose often 76.9 µM), without a hit: at the top dose activity, negative = inhibition, actives largely listed as inhibitors | actives 0.006% (n = 330,000) | AID 488837; note: potency is the fitted concentration of half-maximal effect; % is set by controls: 0 for no effect and ±100 for the full control effect
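Eya2 (0.2 uM) preincubated 10 min at ambient with compound, then OMFP substrate added at 50 uM; 10 min reaction in 50 mM HEPES pH 7.5, 50 mM NaCl, 5 uM MgCl2, 0.05% BSA, 1 mM DTT. Fluorescence read at Ex 485/Em 525 nm.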
BCR signal inh – chronic active BCR signaling inhibition | ABC-DLBCL IkBa-CBG/CBR reporter, luminescence ratio, 4 h | Potency, µM (titrated, usually from 46.1 µM), without a hit: at the top dose ratio change, negative = lower green/red ratio, usual class: inhibitors | actives 0.05% (n = 340,000); active = well fitted inhibition curve with a large enough effect in the signal ratio, with a control signal flat, not every such curve was filed as active; inconclusive = small, poorly fitted or top-dose-only effect, or effect the other way, or a change in a side signal; the % refers to the signal ratio;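 note: potency is the fitted concentration of half-maximal effect; plate controls were basal doxycycline-induced cells for no effect and cells given 10 µM MG132 for full effect; MG132 reads +100%, hits lower the ratio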
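TMD8 ABC-DLBCL cells carrying doxycycline-inducible green luciferase fused to IkappaBalpha plus unfused red luciferase were exposed to compounds (up to 46 uM) for 4 hrs at 37C. Activity came from the overlap-corrected green/red luminescence ratio.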
ELG1 repair inh – blocks ELG1-dependent DNA repair in HEK293T cells; HEK293T ELG1-luciferase reporter, luminescence, 16 h; DNA damage induced by 5-fluorouridine; Potency, µM (titrated, usually from 46.1 µM), inactives show at the top dose activity change, negative = inhibition, hits mostly inhibitors; actives 2.3% (n = 330,000); AID 504467; note: potency is the fitted concentration of half-maximal effect; % is set by controls: 0 for no effect and ±100 for the full control effect; nearly all actives have a fitted effect of over 55% in size
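Overnight (16 hr) co-exposure of 2,000 cells/well to 5-fluorouridine and compound at 37 °C preceded detection. Luciferase was quantified via ONE-Glo luminescence; loss of signal denotes inhibition.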
AT treatment – candidate therapy for ataxia-telangiectasia | […] A-T fibroblasts, KAP-1 phosphorylation AlphaLISA; neocarzinostatin DNA damage 30 min before lysis | Potency, µM (top dose mostly 57.5 µM), for the others: top-dose activation, usual class: activators | actives 0.19% (n = 320,000); note: potency is the fitted concentration of half-maximal effect; % of control where 0% means no effect; nearly all actives have a fitted effect of over 45% in size
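hTERT-immortalized A-T patient fibroblasts ([…]), 500 cells/well in OPTI-MEM, 1% FBS, got compounds for 60 min, then NCS for 30 min at 37C. Lysates were then assayed for phospho-KAP-1 by AlphaLISA (anti-pKAP1 donor, anti-KAP1 acceptor beads), 6 hr at 25C.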
Starred values were filed as active, the others as inactive; i = inactive; u = inconclusive; x = not tested or not shown; & = joins results of further samples; [ ] = another dose, or the depositor's remark. Unless noted, calls come from the whole dose curve; as a rule, active = well fitted curve in the direction sought with a large enough effect; inconclusive = small, poorly fitted or top-dose-only effect, or another doubt; inactive = no such curve, though single readings can be large; an effect the other way counts as inactive or inconclusive.

Values run as follows: BCR signal inh	Eya2 phos inh	Mito fusion yeast	Integrin act MD	TSHR antag	AT treatment	PTAP TSG101 blk	TCR act	ELG1 repair inh	Tb PFK block	ASM inhibitor
1	O=C(CCN=C1NS(=O)(=O)c2ccccc21)OCC(=O)c1ccccc1Cl
  16%	-18%	-6%	4%	10	7%	-1%	2%	25%	0%	x
2	Cc1ccc(OCC(=O)NNC(=O)CCc2ccccc2)cc1
  5%	5%	-2%	22%	11	-4%	0%	0%	u	-1%	1%
3	Cn1c(SCc2ccccc2)nnc1-c1c[nH]c2ccccc12
  u	12%	-4%	5%	-8	1%	-5%	13%	u	-2%	-7%
4	CC1=C(C(=O)OCc2ccccc2)C(c2ccoc2)C(C#N)=C(N)O1 (stereo not drawn)
  13%	-19%	4%	-9%	-11	-8%	-1%	9%	10%	-10%	-1%
5	CCc1ccc(N(CC(=O)NCc2ccc(OC)cc2)C(=O)CCC(=O)Nc2ccccn2)cc1
  0%	8%	-6%	-49%[inhibitor]	-3	1%	0%	1%	1%	0%	-1%
6	Cc1ccc(NC(=O)/C(=C\c2cccs2)NC(=O)c2ccccc2)cc1
  7%	-2%	4%	-6%	2	-4%	0%	6%	-4%	0%	-1%
7	O=C(c1ccc(N2CCOCC2)c([N+](=O)[O-])c1)N1CCN(c2ccccc2F)CC1
  5%	0%	x	7%	-2	3%	0%	1%	u	-6%	-16%
8	CSCC[C@H](NC(=O)C1=NN(c2c(F)c(F)cc(F)c2F)C(=O)CC1)c1nc2ccccc2[nH]1
  -13%	-8%	3%	0%	-6	1%	1%	-2%	0%	2%	0%
9	COCCNC(=O)C1CCN(S(=O)(=O)N2CCC3(CC2)OCCO3)CC1
  -1%	2%	3%	23%	12	6%	-7%	0%	1%	0%	2%
10	O=C1c2ccccc2CC1Sc1nnc(-c2ccccn2)o1 (stereo not drawn)
  0%	21%	8%	21%	-1	2%	-1%	0%	u	-3%	4%
11	O=C1c2ccc([N+](=O)[O-])cc2C(=O)N1c1c[nH]c(=O)[nH]c1=O
  -3%	8%	1%	7%	-6	-3%	-8%	-4%	u	1%	7%
12	Fc1cccc(CNc2ncnc3ccc(-c4cccc(Cl)c4)cc23)c1
  -9%	-26%	24%	x	-13	5%	x	x	x	-2%	x
13	CCn1c2ccccc2c2nnc(SCC(=O)c3c(N)n(C)c(=O)n(C)c3=O)nc21
  -1%	3%	0%	0%	19	3%	-4%	2%	-2%	0%	-2%
14	Cn1cnnc1Sc1nc([N+](=O)[O-])nn1C
  0%	-4%	-2%	0%	-1	-2%	0%	-2%	-4%	3%	-4%
15	Cc1ccc(-c2nnc(SCC(=O)N3CCN(c4ccccc4)CC3)o2)cc1
  u	1%	-5%	15%	-2	8%	-7%	2%	-1%	2%	1%
16	O=c1oc2ccc(C#CC3(O)CCCCC3)cc2cc1-n1cc(C2(O)CCCCC2)nn1
  -5%	11%	12%	9%	-8	11%	-5%	9%	6%	4%	19%
17	CCOC(=O)c1c(NC(=S)NC(=O)c2ccc(Cn3cc(Cl)cn3)o2)sc2c1CCC(C)C2 (stereo not drawn)
  3%	-39%	0%	7%	3	0%	0%	-6%	-5%	-1%	-6%
18	CC(C)[C@H](NC(=O)c1ccccc1)C(=O)OCC(=O)NCCC1=CCCCC1
  0%	2%	1%	-11%	-2	2%	7%	5%[46.1 µM]	-9%	-2%	0%
19	CC1=C(C(=O)OCc2ccccc2)C(c2ccc([N+](=O)[O-])cc2)NC(=O)N1 (stereo not drawn)
  u	-4%	6%	9%	40	-8%	-8%	-1%	u	-5%	-3%
20	COc1ccc(CCNC(=O)CCCn2c(SCC#N)nc3ccccc3c2=O)cc1OC
  8%	1%	-2%	20%[7.66 µM]	-1	2%	-2%	-3%	u	-1%	2%
21	O=C(NCCc1ccccc1)c1cnc(Cl)c(Cl)c1
  u	11%	13%	8%	1	-14%	-1%	1%	u	0%	2%
22	Cc1ccc(Cc2cnc(NC(=O)/C(C#N)=C/c3ccc(-c4ccccc4[N+](=O)[O-])o3)s2)cc1
  -2%	1%	1%	-19%	-11	-6%	0%	-6%	-5%	2%	-5%
23	CC(C)(C)c1ccc(C(=O)NCCn2c(N)c(C#N)c3nc4ccccc4nc32)cc1
  4%	-9%	-12%	-42%[inhibitor]	-7	2%	0%	-1%[46.1 µM]	u	2%	i
24	CN1CCN(c2ccc(CNS(=O)(=O)c3ccc(Cl)cc3)cc2)CC1
  13%	u	-6%	-8%	9	1%	-9%	8%	-2%	0%	-1%
25	CCOC(=O)C1=C(C)N(C[C@@H]2CC[C@@H](Cc3ccc(-c4ccccc4)cc3)O2)C(=O)NC1c1cccc2ccccc12 (stereo partly drawn)
  -1%	5%	x	-10%	27	4%	-4%	3%[46.1 µM]	11%	1%	-7%
26	O=C(Nc1ccccc1C(=O)N1CCCCC1)c1ccccc1C(F)(F)F
  0%	-9%	2%	9%	3	1%	x	-5%	3%	-5%	4%
27	CCOc1ccc(NC(=S)NC23CN4CN(CN(C4)C2)C3)cc1
  -3%	3%	-6%	-28%	6	-4%	-5%	-7%	9%	-1%	-1%
28	Cc1c(C(=O)N2CCN(Cc3ccccc3)CC2)oc2c1C(=O)CCC2
  0%	-1%	-3%	8%	-9	-6%	0%	3%	-14%	0%	2%
29	CCOC(=O)C1CCCN(C(=O)c2sc3nc(-c4ccc(F)cc4)cn3c2C)C1 (stereo not drawn)
  u	-10%	5%	15%	-18	3%	-2%	-1%	u	0%	2%
30	Cc1cc(-c2nsc(=O)o2)c(S(C)(=O)=O)s1
  2%	2%	1%	-18%	8	11%	0%	2%	1%	-12%	-1%
31	NS(=O)(=O)c1ccc(NC(=S)NC(=O)c2ccco2)cc1
  5%&-2%	7%&-1%	1%&1%	1%	3&25	-1%&4%	-5%	4%	9%&15%	2%&-2%	x
32	CCc1cccc(Nc2cc(C)nc3nc(C)nn23)c1
  u	-1%	-1%	3%	18	-1%	-1%	9%[46.1 µM]	1%	-2%	3%
33	O=C(CCCc1nc2ccccc2s1)Nc1ccc(N2CCOCC2)cc1
  0%	1%	-7%	-3%	2	0%	-1%	0%	2%	-2%	3%
34	Cc1ccc(CNC(=O)N2CCN(c3ccc(C)cc3)CC2)cc1
  6%	-3%	-5%	10%	13	-5%	-1%	x	19%	0%	0%
35	CCn1nc(C)c(C(=O)Nc2cc(Oc3ccc(Cl)cc3)cc([N+](=O)[O-])c2)c1C
  1%	-27%	19%	-29%	-14	-1%	-8%	x	u	4%	u
36	COc1cccc(/C=N/c2sc(Cc3ccccc3)c(C)c2C(N)=O)c1O
  -4%	-3%	7%	-21%	-8	1%	-5%	-4%[46.1 µM]	5%	-6%	119%[activator]
37	CCOC(=O)C1CCN(C(=O)CN(c2cccc(OC)c2)S(=O)(=O)c2ccccc2)CC1
  6%	5%	0%	-4%	7	-3%	0%	3%	-9%	3%	-1%
38	O=C(NN1CCCCC1)c1ccc(COc2ccc(Cl)cc2)cc1
  3%	6%	-4%	-11%	-4	7%	-3%	4%	4%	0%	-1%
39	CC(=O)Nc1ccc(NC(=O)c2cc(=O)c3ccc(C)cc3o2)cc1
  0%	0%	13%	-9%	-10	12%	-7%	-4%	-13%	0%	-5%
40	COc1ccc(C(=O)NCCc2ccc(F)cc2)cc1OC
  u	0%	2%	-10%	6	1%	1%	-4%	u	2%	0%
41	O=C(C1CCC(=O)N(C2CCCC2)C1)N1CCN(Cc2cccc(F)c2)CC1 (stereo not drawn)
  4%	9%	3%	2%	25	11%	-3%	-5%	6%	6%	1%
42	O=C(CCNC(=O)c1ccc([N+](=O)[O-])cc1)Nc1ccc(F)cc1F
  -2%	7%	7%	-40%	17	23%	-1%	4%	5%	-2%	0%
43	O=c1cc(CN2CCc3ccccc3C2)nc2sccn12
  3%	-2%	9%	-5%	11	5%	-5%	3%	-13%	5%	5%

Screening results: PubChem BioAssay, National Center for Advancing Translational Sciences (NCATS)
